Compound activity (PubChem)
M18AAP inhibitor: PfM18AAP enzyme inhibition | recombinant PfM18AAP, H-Glu-NHMec fluorogenic cleavage | inhibition, % at 7.35 µM | actives 1.2% (n = 290,000) | AID 1822;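 active means inhibition above the campaign mean inhibition over all tested compounds plus 3 SD, cut at about 28% in these data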;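 further: 0% = plate median of test compound wells and 100% = 2 mM ZnCl2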
MEKK2mut PB1 HTS: signal of MEK5 binding to mutant human MEKK2 PB1 domain | bead flow cytometry, Alexa488-MEK5 binding to MEKK2 mutant | percent response, % at 10 µM | actives 0.35% (n = 290,000) | AID 1530; in the data active means percent response above about 24%, passing the limit was not always enough; further: inactives centre near 1; some results filed as inactive read as strong as hits; reference of the scale not given here
MEKK3 PB1 HTS: modulators (inhibitors or enhancers) of MEK5 binding to human MEKK3 PB1 domain; AID 1529; Q99759; binding response (% of control), % at 10 µM; actives 1.4% (n = 290,000); bead-based flow cytometry, Alexa488-MEK5 binding to MEKK3; actives lie on both sides; 0 = blocked by unlabeled MEK5, 100 = vehicle;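 active means binding response more than 3 SD above or below the average of its plate-row segment, actives on both sides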;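 further: Alexa488 bead fluorescence after subtracting the streptavidin-only scavenger bead signal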
Target sequence (Q99759 whole entry, looked up, the tested form may be a part): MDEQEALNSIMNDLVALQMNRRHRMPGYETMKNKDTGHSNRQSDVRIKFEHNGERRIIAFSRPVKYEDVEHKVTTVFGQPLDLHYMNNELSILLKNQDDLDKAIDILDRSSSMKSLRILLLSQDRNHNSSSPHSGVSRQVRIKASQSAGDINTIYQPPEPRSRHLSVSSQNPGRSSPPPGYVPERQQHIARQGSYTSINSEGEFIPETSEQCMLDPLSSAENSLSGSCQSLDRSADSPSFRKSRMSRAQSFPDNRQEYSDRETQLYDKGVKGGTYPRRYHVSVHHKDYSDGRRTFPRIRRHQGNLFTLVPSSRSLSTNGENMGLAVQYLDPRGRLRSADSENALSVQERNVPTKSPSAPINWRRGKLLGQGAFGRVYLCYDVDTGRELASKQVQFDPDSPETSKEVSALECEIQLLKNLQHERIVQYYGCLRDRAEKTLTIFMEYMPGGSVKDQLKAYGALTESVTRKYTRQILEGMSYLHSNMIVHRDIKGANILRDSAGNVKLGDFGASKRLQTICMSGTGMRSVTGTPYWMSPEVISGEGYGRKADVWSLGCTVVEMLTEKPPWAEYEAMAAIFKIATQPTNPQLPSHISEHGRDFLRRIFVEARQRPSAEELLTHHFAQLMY
IDE cell activ: boosts human insulin-degrading enzyme activity in HEK cells. P14735. FAbeta-B cleavage, fluorescence polarization; 0% vehicle, 100% cell-free pure enzyme wells. activation, % at 5.96 µM. actives 0.073% (n = 340,000);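 active means activation above the mean of all tested compounds plus 3 SD, set per screening campaign, cut at about 17% in these data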
IDE cell inh: inhibits human insulin-degrading enzyme in HEK cells; inhibition, % at 5.59 µM; P14735; FAbetaB cleavage, fluorescence polarization; actives 0.41% (n = 320,000);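 active means percent inhibition above the average of all tested compounds plus 3 SD, set per screening campaign, cut at about 16% in these data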;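 further: IDE supplied by intact live HEK cells; FP after avidin binding of uncleaved biotin substrate so inhibition keeps polarization high; 0% = DMSO wells and 100% = 60 µM reference IDE inhibitor Ii1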
NALP1 inh: blocks the NALP1 inflammasome reconstituted in yeast; S. cerevisiae NALP1/ASC/caspase-1 growth, X-gal OD620, 72 h; inhibition, % at 10 µM; actives 0.61% (n = 280,000); AID 2071; in the data active means inhibition mostly above about 24%, no sharp cut-off; inactive means mostly below about 32%; further: some compounds called inactive have numbers as strong as hits
UBC9 SUMO inh: blocks human SUMOylation mediated by UBC9 | P63279 | inhibition, % at 35 µM | actives 0.36% (n = 290,000) | HTRF SUMOylation assay, SAE1/SAE2 + UBC9, in vitro; in the data active means inhibition above about 50%, passing the limit was not always enough; further: strong numbers were not always called active
Target sequence (P63279 whole entry, looked up): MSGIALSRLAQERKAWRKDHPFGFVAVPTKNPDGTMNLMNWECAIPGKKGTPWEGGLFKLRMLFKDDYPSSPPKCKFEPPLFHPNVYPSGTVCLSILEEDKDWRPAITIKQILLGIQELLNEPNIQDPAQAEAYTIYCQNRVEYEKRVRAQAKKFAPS
p-CIP stab down: compounds decreasing mouse p/CIP protein stability. actives 0.01% (n = 290,000). Q05BA5. F442A p/CIP-EGFP cells, EGFP fluorescence, 16 h. AID 1984. decrease of EGFP signal, % at 10 µM;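 active means EGFP signal decrease of at least 30% at 10 µM or well 3 SD below plate mean, unless failing retest; inactive means the rest, including hits failing retest or dose response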; further: some compounds called inactive have numbers as strong as hits; many of its hits are not listed in these tables
MEKK2 WT-MEK5: raises or lowers MEK5 binding to wildtype human MEKK2 PB1 domain; Q9Y2U5; bead flow cytometry, Alexa488-MEK5 binding to MEKK2 WT; actives lie on both sides; binding response (% of control), % at 10 µM; actives 1.1% (n = 290,000); AID 1531; in the data active means binding response below about 67% or above about 130%
An asterisk follows results filed as active; . = not tested or not shown; & = joins results of further samples. Some of the compounds tested (hit frequency here may not be typical).

SMILES	M18AAP inhibitor	MEKK2mut PB1 HTS	MEKK3 PB1 HTS	IDE cell activ	IDE cell inh	NALP1 inh	UBC9 SUMO inh	p-CIP stab down	MEKK2 WT-MEK5
CCOC(=O)c1[nH]c(C)c(C(=O)C(C)C)c1C	7	5	104	10	-3	8	-4	7	106
O=C(COC(=O)Cc1ccc(S(=O)(=O)N2CCOCC2)s1)NCc1ccc(Cl)cc1	-8	1	104	3	12	0	19	-7	104
COc1cc(/C=C(\C#N)c2nc3ccccc3[nH]2)cc(Br)c1OCc1ccc(F)cc1	-2	0	99	0	-3	9	38	-3	95
Cc1c(N=Cc2ccc(Cl)o2)c(=O)n(-c2ccccc2)n1C	-2	-2	99	4	-5	6	1	0	97
Cc1cccc(Cn2ccc(NC(=O)c3ccc4c(c3)OCO4)n2)c1	-8	-8	100	4	-4	-15	5	-3	95
Cc1ccc(/C=N/n2c(C3CCCCC3)n[nH]c2=S)o1	5	-1	76	6	-2	22	12	-7	94
COc1ccc(C(O)CNc2ccc(C)cc2)cc1 (stereo unspecified)	15	.	.	3	6	-4	0	-12	.
CC(C)C[C@@H](NC(=O)C1CCC(CNC(=O)[C@@H]2CCCN2C(=O)OC(C)(C)C)CC1)C(=O)O (stereo partly specified)	-2	3	99	4	.	19	0	3	102
CCCCc1nc2cc(C(=O)N3CCCC(OCCC)C3)ccc2o1 (stereo unspecified)	-3	3	103	5	4	11	-2	-3	101
NNC(=O)c1ccc(COc2ccc3c(c2)CCC3)cc1	-3	13	104	4	5	30	-4	3	107
Cc1c(-c2cc(C(=O)O)on2)cnn1C	-1	-1	117	5	2	10	12	-8	104
O=c1[nH]c2ccccc2n2c(-c3ccncc3)nnc12	-7	10	102	6	.	-2	4	13	103
O=[N+]([O-])C(=c1ccc2c(c1)N1C3=C(CCCC3)CC3CCCCC31N=2)[N+](=O)[O-] (stereo unspecified)	8	-19	79	.	-4	11	58*	-2	96
FC(F)(F)c1cnc2c(-c3ccccc3)n[nH]c2c1	-3	-5	99	.	.	9	3	10	99
Cc1nn(C(C)C(=O)NCCc2cccs2)c(=O)c2nn(-c3ccccc3)c(C)c12 (stereo unspecified)	-1	4	102	5	-3	7	13	-2	105
COc1ccc(NC(=O)c2cc3n(n2)C(C(F)(F)F)CC(c2ccc(OC)cc2)N3)cc1 (stereo unspecified)	-9	11	103	-1	-3	-2	26	-13	104
COc1cc(NC(=O)C2CC(=O)NC3=C2C(=O)CCC3)cc(OC)c1 (stereo unspecified)	0	4	101	1	-2	-14	-20	3	101
Fc1ccc(NC(=S)Nc2ccc3nccnc3c2)cc1	6	1	130*	-11	1	-8	100	0	118
Cc1ccccc1C(=O)Nc1c2c(nc3ccccc13)CCCC2	0	10	91	6	-2	3	7	5	105
COn1c(-c2ccc(C)cc2)nc2ncccc21	5	0	100	6	4	16	-4	8	101
COc1cc(NC(=O)CCc2c(C)nc3nc(C)nn3c2C)cc(OC)c1	-6	-3	98	2	-2	-4	26	-12	91
CCn1c(COc2ccccc2)nnc1SCC(=O)c1cccc([N+](=O)[O-])c1	6	-10	86	5	-4	4	6	10	89
COC(=O)C1=C(C)NC(C)=C(C(=O)OC)C1C(=O)OC(C)C(=O)c1ccccc1 (stereo unspecified)	-8	-1	96	0&4	0&3	6	12	17	97
COc1ccc(/C=[N+](\[O-])C2N(c3ccccc3)C(=S)SC2(C)C)cc1OC (stereo unspecified)	-8	9	101	3	2	2	5	-1	98
C/C(=N/Nc1ncc(Br)cn1)c1ccc(Br)cc1	-1	-3	103	-1	3	14	-8	-5	-2.0*
COc1ccc(OCC(=O)N2N=C(C)CC2(O)C(F)(F)F)cc1 (stereo unspecified)	2	1	106	-1	1	5	7	9	102
C=CCNC(=O)c1ccc2nc(Cc3ccc(OC)cc3)oc2c1	-7	2	100	2	10	.	.	.	101
O=C(CCc1ccccc1)N1CCN(c2ccc([N+](=O)[O-])cc2)CC1	4	-3	96	5	-4	21	6	0	93
COc1ccc(OC)c(S(=O)(=O)N2CCCC(N3CCN(c4ccccc4)CC3)C2)c1 (stereo unspecified)	-8	-5	98	-5	-1	21	3	-6	98
O=C(O)CCn1c(=O)[nH]c2ccccc2c1=O	-5	16	104	8	0	.	7	-8	106
Cc1cc(-c2ccccc2)n2nc(N)nc2n1	-7	-18	92	-2	-4	.	16	5	87
Cc1[nH]c2ccccc2c1-c1csc(NC(=O)CSCCO)n1	4	0	104	3	7	2	-9	-1	106
Cc1ccc(C(=O)CCC(=O)Nc2ccccc2F)cc1	-11	3	104	-4	.	5	-6	8	106
COc1ccc(OCCOCC(O)CN2CCOCC2)cc1 (stereo unspecified)	-7	6	101	-1	-2	12	11	-10	102
CC(=O)NC1CC2CCCC(C1)N2C(=O)Nc1ccccc1 (stereo unspecified)	-2	4	106	-1	-5	-2	6	-2	108
Cc1ccc([N+](=O)[O-])cc1NC(=O)CCCOc1ccccc1	-7	-3	101	6	-7	-3	-9	9	97
O=C(CSc1ccc(-c2ccccn2)nn1)c1ccc([N+](=O)[O-])cc1	0	-1	103	14	1	-17	22	3	102
O=C1CCC2(CC1)NC(=O)N(c1ccccc1)N2	6	-14	91	5	-1	16	8	-1	87
CC(C)CC(NC(N)=O)C(=O)NCCc1ccc(Cl)cc1 (stereo unspecified)	-7	-12	88	1	1	6	-10	9	77
Nc1ncnc(Nc2cccc(F)c2)n1	-4	3	105	2	3	.	1	4	104
Cc1nn(CC(=O)NCCN2CCCCC2C)c(=O)c2cc(-c3ccccc3)nn12 (stereo unspecified)	-2	2	101	-1	-4	13	19	90	103
CCCc1nc(NC(=O)c2ccccc2)nc(NC(=O)c2ccccc2)n1	-5	4	103	6	4	16	-2	-3	98
N/C(=N\OC(=O)c1ccncc1)c1cccc([N+](=O)[O-])c1	-7	2	104	6	-3	19	0	7	106
Cc1cc(NC(=O)CSCC(=O)N(c2ccc(F)cc2)C(C(=O)NC2CCCCC2)c2ccc(O)c(O)c2)no1 (stereo unspecified)	68*	-2	97	6	4	21	-9	-5	93
O=C(Nc1ccc2[nH]ccc2c1)c1ccccc1	4	1	101	2	-3	-6	15	-10	95
COc1cccc(NC(=O)c2cccc(OC)c2OC)c1	-7	6	107	3	5	15	-4	2	109
Cc1sc(NC(=O)C2C3CCC(C3)C2C(=O)O)c(C(N)=O)c1-c1ccc(C(C)(C)C)cc1 (stereo unspecified)	5	-2	103	-7	2	25	12	-8	96
N=C1C(c2nc3ccccc3s2)=C(O)CN1C1CCCCC1	-2	-10	98	5	3	-2	6	6	94

The list goes on (four carried over from the part before).
SMILES	M18AAP inhibitor	MEKK2mut PB1 HTS	MEKK3 PB1 HTS	IDE cell activ	IDE cell inh	NALP1 inh	UBC9 SUMO inh	p-CIP stab down	MEKK2 WT-MEK5
O=C(Nc1ccc2[nH]ccc2c1)c1ccccc1	4	1	101	2	-3	-6	15	-10	95
COc1cccc(NC(=O)c2cccc(OC)c2OC)c1	-7	6	107	3	5	15	-4	2	109
Cc1sc(NC(=O)C2C3CCC(C3)C2C(=O)O)c(C(N)=O)c1-c1ccc(C(C)(C)C)cc1 (stereo unspecified)	5	-2	103	-7	2	25	12	-8	96
N=C1C(c2nc3ccccc3s2)=C(O)CN1C1CCCCC1	-2	-10	98	5	3	-2	6	6	94
O=c1c2cc(NC(=S)NCCN3CCCCCC3)ccc2nc2n1CCCCC2	4	3	101	1	2	-8	13	-9	113
O=c1c2ccc([N+](=O)[O-])cc2ncn1CCOc1ccc(Cl)cc1	0	-6	101	-2	0	-5	-9	4	97
COc1ccc(NC(=O)CC2CCCCC2)cc1OC	-7	5	101	5	3	16	2	-3	99
CC(=O)N(c1ccccc1)C1SC(=O)N(c2ccccc2)C1=O (stereo unspecified)	-5	4	98	2	5	-1	10	-11	97
CC1CCC(NC(=O)CCS(=O)(=O)c2ccc3c(c2)oc(=O)n3C)CC1 (stereo unspecified)	-10	3	104	5	0	8	21	-23	104
Cc1ccsc1/C=C1/SC(N2CCOCC2)=NC1=O	4	1	77	.	-4	10	1	-7	83
Cc1occc1C(=O)N(Cc1nc(-c2ccccc2)no1)C(C)C	0	2	100	3	1	19	10	-7	101
COc1ccc(C(C(=O)NC(C)(C)C)N(C(=O)CCC(=O)Nc2cc(C)on2)c2ccc3c(c2)OCCO3)cc1 (stereo unspecified)	-1	1	101	1	4	-7	8	-32	97
CCOC(=O)C1CCN(CCC(=O)Nc2cc(C)ccc2C)CC1	3	3	94	6	3	16	0	-4	97
CCCOP(=O)(OCCC)C(NC(=O)C(C)(C)C)c1ccccc1 (stereo unspecified)	1	0	104	3	-2	36	-7	-1	102
CCCCC(=O)NC(c1ccc(N(CC)CC)cc1)c1ccc2cccnc2c1O (stereo unspecified)	-1	10	104	-6	5	6	-68	-3	102
CCc1nnc(NC(=O)CC(CN(C)S(=O)(=O)c2ccccc2)c2ccccc2)s1 (stereo unspecified)	-10	-1	102	6	5	31	1	-12	100
Cc1cc(O)cc(=O)n1CCc1ccccc1	5	2	98	3	12	-9	-7	-6	96
CCC1CN(C(=O)Nc2cccc(C)c2)c2cc(C)ccc2O1 (stereo unspecified)	3	-7	100	7	4	-6	6	-12	94
O=C1CC(c2ccc(F)cc2)c2cc3c(cc2N1)CCC3 (stereo unspecified)	-3	0	102	1	9	35	-14	-12	103
CCC(=O)Nc1ccc2oc(-c3cccc(C)c3)nc2c1	-1	-6	87	2	-1	4	18	10	95
O=C1CCCc2oc3ccc(O)cc3c21	-8	10	104	3	4	-11	22	-8	96
CCCCCCCNC(=O)C1(CC2CC(c3ccc(Cl)cc3)=NO2)CCN(C(=O)CCCCCBr)CC1 (stereo unspecified)	1	3	96	7	0	4	6	-15	97
COC(=O)COc1ccc(S(=O)(=O)Nc2ccc(C(N)=O)cc2)cc1	0	1	101	5	-1	2	10	-5	103
Cc1noc(N)c1C(=O)Nc1ccc(F)cc1	-2	7	106	-4	-2	1	12	9	108
COc1ccc(-c2c(C)nn3c(NC4CCCC4)cc(C)nc23)cc1OC	1	-3	102	-1	-2	1	0	-3	104
CC(C)N(Cc1nc(-c2ccc3c(c2)OCO3)no1)Cc1nccn1C	-9	3	103	6	4	1	20	-2	102
Cn1c(CSCc2ccccc2)nnc1SCC(=O)Nc1ccc(C(=O)O)cc1	1	6	105	5	1	6	1	6	101
Cc1ccc(OCc2nnc(N)s2)cc1	-3	-2	95	-8	8	1	-1	0	97
CC(C)NC(=O)Cn1nnc(-c2ccc(Cl)cc2)n1	-2	.	.	1	-4	10	7	-6	.
COc1ccc(/C=C(\C#N)C(=O)Nc2cc(S(=O)(=O)N3CCOCC3)ccc2N2CCCC2)cc1	40*	0	100	-4	-5	18	32	-6	98
c1ccc(-c2ncc3c(ccc4ccccc43)n2)cc1	-2	0	102	0	11	28	12	-4	102
CCCCCCCCSc1n[nH]c(N)n1	2	-2	102	3	2	14	5	-11	101
